Assay outcomes deposited in PubChem BioAssay by Johns Hopkins Ion Channel Center.
MrgX1 allo act: positive allosteric modulators of MrgX1, primary screen, HEK293 cells, Fluo-4 calcium flux. Mas-related G-protein coupled receptor member X1 (Homo sapiens), Q96LB2. FDSS; stronger effect = higher value. B-score at 10 µM. 310,000 compounds, 0.63% hits. AID 588675, 2011;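 active = plate-corrected calcium response at least 3 library SD above typical, normal starting fluorescence, not activating the receptor alone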;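 note: compound read alongside a low EC10 to EC30 dose of BAM8-22 agonist; peak minus trough fluorescence over baseline measured at the second addition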
TMEM16A act: TMEM16A chloride channel activators or potentiators, primary screen, cell-based, HTS. Anoctamin-1 (Mus musculus), Q8BHY3. HEK293 TMEM16A/YFP-H148Q/I152L, iodide quench fluorescence; stronger effect = lower value. B-score at 10 µM. 340,000 compounds, 0.3% hits. AID 623877, 2012;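 active = fluorescence-ratio B-score plate-corrected deviation score at least 3 library SD below zero, with starting fluorescence score within 5 deviations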;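 note: channel opened by trigger with iodide after compound preincubation; score built on the fluorescence ratio of max minus min over baseline; more negative score means more quench and so TMEM16A activation or potentiation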
TRPC4 block: inhibitors of mouse TRPC4 channel, primary screen, Fluo4 calcium, HEK293 TRPC4beta/mu-opioid cells; 300,000 compounds, 0.39% hits; DAMGO-evoked Fluo4 calcium flux; stronger effect = lower value; AID 2247, 2010; B-score at 10 µM;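 active = B-score over 3 SD under the library average, no early fluorescence shift, positive overall ratio signal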
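System: stable TRPC4beta/mu-opioid receptor HEK293 cells; Dosing: single-point compound dosing; Measured by: Fluo4 Ca2+ flux fluorescence; Read-out basis: per-well B score of integrated baseline-normalized Fluo4 ratio.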
TRPC4 agonist: activators of mouse TRPC4 channel, primary screen, Fluo4 calcium, HEK293 TRPC4beta/mu-opioid cells; Short transient receptor potential channel 4 (Mus musculus), Q9QUQ5; Fluo4 calcium fluorescence; stronger effect = higher value; B-score at 10 µM; 310,000 compounds, 0.49% hits; AID 2237, 2010;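 active = B-score above 5 SD of library B-scores, and initial fluorescence ratio not above library mean plus 5 SD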;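 note: positive B-score marks a calcium rise read as TRPC4 activation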
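System – HEK293 cells stably co-expressing mouse TRPC4beta and mu-opioid receptor · Signal – Fluo4 calcium-sensitive dye fluorescence, kinetic, 1 Hz baseline · Benchmarks – buffer (low) and maximal DAMGO (high) · Read-out – B score of integrated fluorescence ratio per well · Incubation – dye loading 45 min room temperature, 110 s kinetic read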
TRPC6 inh: mouse TRPC6 channel inhibitors, primary screen, cell-based, HEK293, membrane potential dye | Short transient receptor potential channel 6 (Mus musculus), Q61143 | ACh-evoked depolarization; stronger effect = lower value | B-score at 10 µM | 310,000 compounds, 1.1% hits | AID 2553, 2010;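 active = B-score under library mean minus 3 SD, initial fluorescence not abnormally high, positive integrated signal ratio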;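 note: B-score derived from integrated fluorescence ratio over the kinetic read; more negative B-score means stronger inhibition of depolarization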
Target sequence (Q61143 whole entry, looked up): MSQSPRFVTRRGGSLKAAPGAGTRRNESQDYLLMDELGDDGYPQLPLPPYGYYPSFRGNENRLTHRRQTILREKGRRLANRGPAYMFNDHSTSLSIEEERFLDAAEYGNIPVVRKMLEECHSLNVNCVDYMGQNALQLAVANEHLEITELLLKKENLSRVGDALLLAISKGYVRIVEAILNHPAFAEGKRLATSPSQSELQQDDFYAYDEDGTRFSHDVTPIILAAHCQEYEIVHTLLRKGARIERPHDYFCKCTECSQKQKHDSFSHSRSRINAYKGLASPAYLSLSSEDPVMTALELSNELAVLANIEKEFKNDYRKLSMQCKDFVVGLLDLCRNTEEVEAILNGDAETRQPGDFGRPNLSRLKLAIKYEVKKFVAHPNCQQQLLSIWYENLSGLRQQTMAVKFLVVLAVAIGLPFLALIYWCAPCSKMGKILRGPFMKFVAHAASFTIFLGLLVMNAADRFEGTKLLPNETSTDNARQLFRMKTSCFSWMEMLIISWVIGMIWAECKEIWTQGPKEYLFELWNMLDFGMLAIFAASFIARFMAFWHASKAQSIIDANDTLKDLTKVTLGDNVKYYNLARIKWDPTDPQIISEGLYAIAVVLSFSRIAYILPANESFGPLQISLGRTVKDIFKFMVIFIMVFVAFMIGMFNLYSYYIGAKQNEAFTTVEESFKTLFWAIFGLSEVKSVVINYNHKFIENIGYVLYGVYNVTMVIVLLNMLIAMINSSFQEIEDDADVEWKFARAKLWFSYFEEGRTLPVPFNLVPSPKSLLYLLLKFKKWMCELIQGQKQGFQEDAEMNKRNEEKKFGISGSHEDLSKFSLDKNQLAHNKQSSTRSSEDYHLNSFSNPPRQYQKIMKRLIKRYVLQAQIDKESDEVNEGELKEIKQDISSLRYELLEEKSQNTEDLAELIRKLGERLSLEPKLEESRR
RGS4 inh: RGS4 inhibitors, primary screen, cell-based, HEK293 M3R inducible RGS4, calcium flux; Regulator of G-protein signaling 4 (Homo sapiens), P49798; Fluo-4 calcium flux; stronger effect = higher value; triggered by carbachol at its EC20; B-score at 10 µM; 310,000 compounds, 0.45% hits;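 active = B-score, a plate-corrected calcium signal, over three deviations above library mean, with baseline fluorescence within five deviations of library mean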;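 note: RGS4 expression induced by doxycycline in cells with stable M3 receptor; B-score is computed from the integrated fluorescence ratio over baseline after carbachol; higher B-score means a larger calcium signal and so more RGS4 inhibition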
Target sequence (P49798 whole entry, looked up): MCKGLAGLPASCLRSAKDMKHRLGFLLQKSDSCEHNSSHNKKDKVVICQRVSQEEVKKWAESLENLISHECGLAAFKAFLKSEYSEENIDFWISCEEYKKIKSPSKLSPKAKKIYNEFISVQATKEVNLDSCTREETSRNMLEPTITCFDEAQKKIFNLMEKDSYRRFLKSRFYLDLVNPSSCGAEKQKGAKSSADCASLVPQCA
MrgX1 ag: agonists of human MrgX1 receptor, primary screen, HEK293 cells, Fluo-4 calcium flux. Fluo-4 calcium fluorescence, agonist mode; stronger effect = higher value. B-score at 10 µM. 310,000 compounds, 0.44% hits. AID 588627, 2011;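 active = calcium response B-score plate-corrected fluorescence ratio at least 3 library SD, with starting fluorescence B-score inside 5 SD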
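Material – MrgX1-expressing HEK293 cells · Input – 15,000 cells seeded per well · Dosing – compound as first of three additions · Times – overnight seeding, then 1 h dark dye loading · Measured by – kinetic Fluo-4 NW fluorescence of intracellular calcium · Read-out – B-scored fluorescence response ratio · Benchmarks – positive and negative control wells on each plate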
TRPC6 act: mouse TRPC6 channel activators, primary screen, cell-based, HEK293, membrane potential dye | HEK293-TRPC6 membrane potential dye fluorescence; stronger effect = higher value | B-score at 10 µM | AID 2550, 2010 | Short transient receptor potential channel 6 (Mus musculus), Q61143 | 310,000 compounds, 0.13% hits;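 active = B-score of the integrated fluorescence ratio above library mean plus 3 SD, and starting fluorescence ratio within library mean plus 5 SD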;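 note: higher score means more depolarization so channel activation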
ANO1 block: TMEM16A chloride channel inhibitors, primary screen, cell-based, HTS | HEK293 TMEM16A/YFP iodide influx fluorescence, ionomycin | normalized B-score (activity score, 25-100; higher = stronger inhibition) at 10 µM | 310,000 compounds, 1.2% hits | Anoctamin-1 (Mus musculus), Q8BHY3 | AID 588511, 2011;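 active = ratio plate-corrected score three or more library SD toward inhibition, starting fluorescence score within five deviations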;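 note: score derived from kinetic fluorescence span divided by baseline fluorescence per well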
MrgX1 antagonist: antagonists of human MrgX1 receptor, primary screen, HEK293 cells, Fluo-4 calcium flux. B-score at 10 µM. BAM8-22 antagonism; stronger effect = lower value. 310,000 compounds, 1.3% hits. Mas-related G-protein coupled receptor member X1 (Homo sapiens), Q96LB2;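 active = calcium-response B-score plate-corrected more than 3 library SD below zero, starting fluorescence within 5 deviations, no agonist response on first addition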;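 note: peak minus trough fluorescence over baseline after final BAM8-22 challenge near maximal dose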
TRPC4 potent: positive allosteric modulators of TRPC4, primary screen, cell-based, mouse TRPC4beta, HEK293 mu-opioid, Fluo-4 calcium. 310,000 compounds, 0.42% hits. AID 2227, 2009. DAMGO EC20, Fluo-4 Ca2+ flux; stronger effect = higher value. B-score at 10 µM;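 active = B-score of calcium response area above 5 SD of library B-scores, with initial fluorescence ratio within 5 SD of library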;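 note: B-score of integrated fluorescence ratio over time as area under calcium response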
Active calls of the source: *; i = inactive; · = not tested or not shown.

SMILES	MrgX1 allo act	TMEM16A act	TRPC4 block	TRPC4 agonist	TRPC6 inh	RGS4 inh	MrgX1 ag	TRPC6 act	ANO1 block	MrgX1 antagonist	TRPC4 potent
COc1ccc(/C=N/NC(=O)c2c(C)n(C)c3ccc(OC)cc23)c(OC)c1	i	i	i	i	i	i	i	i	i	i	i
CSc1cc(C)c(OCC(=O)Nc2c(C)nn(C)c2C)c(C)c1	i	i	i	i	i	i	i	i	i	i	i
COc1ccc(N2CCN(C(=S)Nc3ccc(C)cc3C)CC2)cc1	i	i	i	i	i	i	i	i	i	i	i
CCOC(=O)C1CCN(C(=O)c2ccccc2N(C)S(=O)(=O)c2ccccc2)CC1	i	i	i	i	i	i	i	i	i	i	i
CCCCNc1oc(-c2cccs2)nc1S(=O)(=O)c1ccccc1	i	i	i	i	i	i	i	i	i	i	i
CC1=CC(=O)C=C(C)C1=NOS(=O)(=O)c1ccccc1	·	i	i	i	i	i	·	i	·	·	i
O=C(COc1ccccc1O)c1cccs1	i	i	i	i	i	i	i	i	i	i	i
O=C(CSc1nc2ccccc2s1)Nc1ccc(C(=O)O)cc1	i	i	i	i	i	i	i	i	i	i	i
Cc1ccc(NC(=O)CSc2nnc(CCC(=O)O)c(=O)[nH]2)cc1	i	i	i	i	i	i	i	i	i	i	i
Cn1c(=O)c2c(SCC(=O)NCc3ccco3)nc(CC(C)(C)C)nc2n(C)c1=O	i	i	i	i	i	i	i	i	i	i	i
O=C(CN(Cc1cccs1)C(=O)CCC(=O)Nc1nccs1)NCc1ccccc1	i	i	i	i	i	i	i	i	i	i	i
CCC(=O)/C=C1\Sc2ccccc2N1CC	i	i	i	i	i	i	i	i	i	i	i
O=C(COc1ccc(Cl)cc1)Nc1ccc(N2CCN(C(=O)c3ccco3)CC2)cc1	i	i	i	i	i	i	i	i	i	i	i
Cc1cccc(S(=O)(=O)Nc2ccc(C)c3c2OC(C)(C)C3)c1	i	i	i	i	i	i	i	i	i	i	i
Cc1sc2nc(CN3CCCC3)nc(N3CCC(C(N)=O)CC3)c2c1C	i	i	i	i	i	i	i	i	i	i	i
CN1CCCC(OC(=O)c2cccc(Cl)c2)C1 (stereo not given)	i	i	i	45*	i	i	i	i	i	i	12*
O=C(NCCc1c[nH]c2ccccc12)C(=O)NCC1OCCN1S(=O)(=O)c1ccc(F)cc1 (stereo not given)	i	i	i	i	i	i	i	i	i	i	i
O=C(NCCCn1ccnc1)C(=O)NCC1OCCN1S(=O)(=O)c1ccccc1 (stereo not given)	i	i	i	i	i	i	i	i	i	i	i
Cc1cccc(NC(=S)NNC(=O)COc2ccc(Cl)cc2Cl)c1	10*	i	i	i	i	i	i	i	i	i	i
Cc1ccc(C(=O)NCC(=O)Nc2ccncc2)cc1	i	i	i	i	i	i	i	i	i	i	i
COc1ccc(OC)c(S(=O)(=O)N2CCN3CCCC3C2)c1 (stereo not given)	i	i	i	i	i	i	i	i	i	i	i
O=C(O)CSc1nc(-c2ccccc2)nc2c1CCCC2	i	i	i	i	i	i	i	i	i	i	i
CC(C)(C)NC(=O)CCCSc1nc2ccccc2s1	i	i	i	i	i	i	i	i	i	i	i
COC(=O)c1cn(-c2ccccc2)nc1-c1ccccc1	i	i	i	i	i	i	i	i	i	i	i
Cc1cc(NC(=O)c2cc3n(n2)C(C(F)(F)F)CC(c2ccco2)N3)n(-c2ccccc2)n1 (stereo not given)	i	i	i	i	i	i	i	i	i	i	i
COc1ccc(-c2nnc(NC(=O)c3ccc(S(=O)(=O)N(C)CC4CCCO4)cc3)o2)c(OC)c1 (stereo not given)	i	i	i	i	i	i	i	i	i	i	i
CCOC(=O)C1=C(C)NC(=O)NC1c1ccc(OCC(N)=O)cc1 (stereo not given)	i	i	i	i	i	i	i	i	i	i	i
C=CCn1c(CSc2nc3ccccc3s2)nnc1SCC(=O)NCCN1CCOCC1	i	i	i	i	i	i	i	i	i	i	i
O=C(N/N=C/C=C/c1ccccc1)c1ccccc1Br	i	i	i	i	i	i	i	i	i	i	i
Cc1ccc(/C(N)=N/OC(=O)Oc2ccccc2)cc1	i	i	i	i	i	i	i	i	i	i	i
COc1ccccc1-c1cn(S(=O)(=O)c2ccc(F)cc2)nc1N	i	i	i	i	i	i	i	i	i	i	i
O=C(CSc1nnnn1-c1ccccc1)N1CCc2ccccc2C1	i	i	i	i	i	i	i	i	i	i	i
O=c1oc2cc(O)ccc2cc1-c1ccc(F)cc1	i	i	i	i	i	i	i	i	i	i	i
Cc1noc(C)c1COC(=O)c1ccc(-c2nc3ccccc3s2)s1	i	i	i	i	i	i	i	i	i	i	i
COc1ccc(C(C(=O)NC2CCCCC2)N(C(=O)Cc2c[nH]c3ccccc23)c2ccccc2C)cc1OC (stereo not given)	i	i	i	i	i	i	i	i	i	i	11*
O=C(/C=C/c1ccc(Cl)cc1Cl)NC(=S)Nc1ccccn1	i	i	i	i	i	i	i	i	i	i	i
O=C1CCC(=O)N1c1ccc(NCCc2ccccc2F)c([N+](=O)[O-])c1	i	i	i	i	i	i	i	i	i	i	i
COc1cc2c(C(=O)NCCCN3CC(C)CC(C)C3)cn(CC(C)C)c(=O)c2cc1OC (stereo not given)	i	i	i	i	i	i	i	i	i	i	i
CCC1ON(C(C)C)C2c3nc4ccccc4n3CC12 (stereo not given)	i	i	i	i	i	i	i	i	i	i	i
CC(C)N(C(=O)Nc1ccc2nsnc2c1)C(C)C	i	·	i	i	i	i	i	i	i	i	i
Cc1cccc(C(=O)NNS(=O)(=O)c2ccc(F)cc2)c1O	i	i	i	i	i	i	i	i	i	i	i
CCOC(=O)c1ccc(S(=O)(=O)NNC(=O)c2cccc(N(C)C)c2)cc1	7.14*	i	i	i	i	i	i	i	i	i	i
O=C(Oc1ccc2c3c(c(=O)oc2c1)CCCC3)c1cccs1	i	i	i	i	i	i	i	i	i	i	i
COc1cccc(/C=C/C(=O)OCC(=O)Nc2ccc(S(=O)(=O)N3CCCC3)cc2)c1	i	i	i	i	i	i	i	i	i	i	i
COc1ccccc1C(=O)NNC1CC(=O)N(c2ccc3c(c2)OCCO3)C1=O (stereo not given)	i	i	i	i	i	i	i	i	i	i	i
Cc1ccc(S(=O)(=O)Nc2ccc(-c3csc(-c4ccccc4)n3)cc2)cc1	i	i	i	i	i	i	i	i	i	i	i
COc1ccccc1OC1=NS(=O)(=O)c2ccccc21	i	i	i	i	i	i	i	i	i	i	i
O=C(O)c1nc(Cl)c(Cl)c(N/N=C/c2ccccc2C(F)(F)F)c1Cl	i	i	i	i	i	i	i	i	i	i	i
Cc1c(CCO)c(=O)[nH]n1S(=O)(=O)c1ccccc1	i	i	i	i	i	i	i	i	i	i	i
Cc1ccc(CNC(=O)C2CC(=O)OC23CCCC3)c(C)c1 (stereo not given)	i	i	i	i	i	i	i	i	i	i	i
New compounds follow
SMILES	MrgX1 allo act	TMEM16A act	TRPC4 block	TRPC4 agonist	TRPC6 inh	RGS4 inh	MrgX1 ag	TRPC6 act	ANO1 block	MrgX1 antagonist	TRPC4 potent
O=C(NNC(=S)NC1CCCCC1)c1cccc(S(=O)(=O)Nc2ccccc2Cl)c1	i	i	i	i	i	i	i	i	i	i	i
O=C(CCNC(=O)c1ccccc1Cl)Nc1cc(S(=O)(=O)N2CCOCC2)ccc1N1CCOCC1	i	i	i	i	i	i	i	i	i	i	i
Cc1ccc(C(C(=O)NC2CCCCC2)N(Cc2ccco2)C(=O)C2COc3ccccc3O2)o1 (stereo not given)	i	i	i	i	i	i	i	i	i	i	i
CCn1c(SCC(=O)NC2=NCCS2)nnc1C(C)NC(=O)c1ccccc1Br (stereo not given)	i	i	i	i	i	i	i	i	i	i	i
COC(=O)c1ccc(OC(=O)C23CCC(C)(C(=O)O2)C3(C)C)cc1 (stereo not given)	i	i	i	i	i	i	i	i	i	i	i
Cc1ccccc1C(=O)NNC(=O)C(=O)Nc1cccc(Cl)c1C	i	i	i	i	i	i	i	i	i	i	i
COc1ccc(C(=O)/C=C/Nc2ccc(S(=O)(=O)Nc3cc(OC)nc(OC)n3)cc2)c(OC)c1	i	i	i	i	i	i	i	i	i	i	i
COc1ccc(C(=O)CSc2nnc(CC(=O)Nc3ccccc3OC)n2C)cc1	i	i	i	i	i	i	i	i	i	i	i
CCCCC(=O)Nc1ccc2c(c1)nc(CCN1CCN(C)CC1)n2C	i	i	i	i	i	i	i	i	i	i	i
CC(C)(C)c1ccc(OCC(=O)N2CCN(c3ncccn3)CC2)cc1	i	i	i	i	i	i	i	i	i	i	i
O=C(CSc1ccc2nnc(-c3ccc(F)cc3)n2n1)NCC1CCCO1 (stereo not given)	i	i	i	i	i	i	i	i	i	i	i
COc1ccc(N2CCN(C(c3cc(OC)ccc3OC)c3nnnn3Cc3ccco3)CC2)cc1 (stereo not given)	i	i	i	i	i	i	i	i	i	i	i
Cc1nc2sc3c(c2c(=O)[nH]1)CCC3	i	i	i	i	i	i	i	i	i	i	i
CCc1nc2nc(C)c(NS(=O)(=O)c3ccc(C)c(C)c3)c(=O)n2[nH]1	i	i	i	i	i	i	i	i	i	i	i
Cc1cc(C)c2oc(C(=O)N(Cc3cccs3)C3CCS(=O)(=O)C3)cc(=O)c2c1 (stereo not given)	i	i	i	i	i	i	i	i	i	i	i
